ARFGAP1 inh: inhibits rat ARF GTPase activating protein 1; Q62848; Arfgap1-stimulated ARF1 GTP hydrolysis, GDP FP detection; inhibition, % at 16.5 µM; hit rate 0.26% among 360,000; AID 651572;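 active = inhibition above a per-plate limit, mean inhibition of low control wells plus 3 SD, cut at about 25% in these data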;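 note: 0% = DMSO wells with enzyme and 100% = wells lacking Arfgap1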
Target sequence (Q62848 1-136 limits assumed): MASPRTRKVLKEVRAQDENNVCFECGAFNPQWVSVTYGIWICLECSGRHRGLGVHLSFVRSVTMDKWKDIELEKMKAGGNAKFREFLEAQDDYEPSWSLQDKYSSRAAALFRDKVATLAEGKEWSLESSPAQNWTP
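Material: truncated rat Arfgap1 GAP domain; Incubation: compound-enzyme preincubation 20 min, reaction 120 min, detection 60 min, 25 °C; Read-out: percent inhibition of Arfgap1-stimulated GTP hydrolysis; Technique: FP, GDP Alexa 633 tracer displaced from anti-GDP antibody, 620/688 nm; Controls: No-Arfgap1 wells (100%) versus DMSO full-reaction wells (0%); Replication: single well per compound.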
DDE Tn6 FP inh: DD(E)-Tn6 binding inhibition, primary FP screen; Fibrin DD(E) TRITC-Tn6 fluorescence polarization displacement; inhibition, % at 8.3 µM; hit rate 0.21% among 370,000;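 active = inhibition above a per-campaign cutoff: mean of compounds within control limits plus 3 SD, cut at about 15% in these data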;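 note: 0% = median of all compound wells on the plate and 100% = blocking peptide control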
Target sequence (P02675 whole entry, looked up): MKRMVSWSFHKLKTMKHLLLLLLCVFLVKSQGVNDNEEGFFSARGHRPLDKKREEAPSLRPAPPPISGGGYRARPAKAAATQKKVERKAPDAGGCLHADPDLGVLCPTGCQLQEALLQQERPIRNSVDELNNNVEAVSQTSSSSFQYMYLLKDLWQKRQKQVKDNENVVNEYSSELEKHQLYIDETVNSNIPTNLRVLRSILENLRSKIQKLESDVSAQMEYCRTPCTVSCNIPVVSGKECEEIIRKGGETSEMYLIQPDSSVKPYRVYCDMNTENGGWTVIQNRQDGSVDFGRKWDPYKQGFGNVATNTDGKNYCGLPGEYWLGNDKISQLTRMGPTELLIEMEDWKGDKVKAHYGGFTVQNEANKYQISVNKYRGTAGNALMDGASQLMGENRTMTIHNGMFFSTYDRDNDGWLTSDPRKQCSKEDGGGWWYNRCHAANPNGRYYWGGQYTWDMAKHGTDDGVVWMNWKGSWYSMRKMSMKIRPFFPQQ
UHRF1 binding: UHRF1 methyl-DNA binding inhibition; Q96T88; UHRF1 binding to methylated oligo, TR-FRET; inhibition, % at 4.4 µM; hit rate 0.75% among 370,000; in the data active = inhibition above about 21%;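 note: UHRF1 SRA domain binding a hemimethylated CpG hairpin DNA probe; 0% = median of test compound wells and 100% = reference inhibitor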
PLCb3 inh: blocks human PLC-beta3 enzyme activity | inhibition, % at 12.2 µM | hit rate 0.18% among 370,000 | Purified PLC-beta3, fluorogenic substrate, fluorescence; in the data active = inhibition above about 11%;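 note: 0% = median of compound wells on plate and 100% = full blocker control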
Tn7 DDE FP: DD(E)-Tn7 binding inhibition, primary FP screen | AID 720508 | FP displacement of FITC-Tn7 peptide from fibrin DD(E); 0% = median of compound wells per plate | inhibition, % at 8.3 µM | hit rate 0.13% among 370,000 | P02675;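 active = inhibition above the mean of compounds falling within the control limits plus 3 SD of them, cut at about 14% in these data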;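 note: 0% = plate median of compound wells and 100% = 10 µM Aha-Tn7 peptide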
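Assay system: Human fibrin DD(E) protein | Medium: Tris buffer with calcium and detergent, pH 7.8 | Reagent: 0.1 µM fluorescent Tn7 | Compound dosing: Single point at 8.3 µM | Times: 10 min preincubation, 3 h with tracer, room temperature | Detection: Fluorescence polarization of the labelled Tn7 tracer | Controls: Aha-Tn7 high control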
ADAM17 inh: ADAM17 inhibition, QFRET primary screen. P78536. recombinant ADAM17, EDANS/DABCYL FRET peptide cleavage. inhibition, % at 6.95 µM. hit rate 0.83% among 370,000. AID 720648;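 active = inhibition above the mean of compounds lying between control limits plus 3 SD, set per campaign, cut at about 8.5% in these data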;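 note: 0% = DMSO-only wells as the low control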
MBD2 DNA inh: inhibitors of human MBD2 binding to methylated oligonucleotide; Q9UBB5; TR-FRET; inhibition, % at 4.4 µM; hit rate 0.31% among 370,000; AID 686964; in the data active = inhibition above about 13%
PLCg1 inh: blocks human PLC-gamma1 enzyme activity; P19174; purified PLC-gamma1, fluorogenic substrate, fluorescence; inhibition, % at 12.2 µM; hit rate 0.84% among 370,000; in the data active = inhibition above about 9.5%
ASAP1 GAP inh: inhibitors of human ASAP1 ArfGAP activity. Q9ULH1. ASAP1-stimulated ARF1 GTP hydrolysis, GDP FP detection. inhibition, % at 16.5 µM. hit rate 0.19% among 360,000. AID 624377; in the data active = inhibition above about 25%;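 note: 0% = vehicle with enzyme and substrate and 100% = no enzyme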
proKLK7 act: activators of human kallikrein-7 zymogen; P49862; AID 652039; purified proKLK7, EDANS-DABCYL substrate fluorescence; 100% is mature enzyme control, 0% vehicle; hit rate 0.9% among 370,000; activation, % at 7 µM;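 active = activation above the mean of all tested compounds plus 3 SD, computed per campaign excluding outliers beyond control limits, cut at about 13% in these data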
Target sequence (P49862 whole entry, looked up): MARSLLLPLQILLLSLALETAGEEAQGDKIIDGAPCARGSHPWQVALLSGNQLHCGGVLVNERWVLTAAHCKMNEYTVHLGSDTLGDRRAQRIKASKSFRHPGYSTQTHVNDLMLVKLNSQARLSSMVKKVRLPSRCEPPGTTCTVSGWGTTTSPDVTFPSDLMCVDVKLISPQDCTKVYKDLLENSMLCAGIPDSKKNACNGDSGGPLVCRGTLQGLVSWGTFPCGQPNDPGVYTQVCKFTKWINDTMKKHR
* = called active by the depositor; · = not tested or not shown.

SMILES	ARFGAP1 inh	DDE Tn6 FP inh	UHRF1 binding	PLCb3 inh	Tn7 DDE FP	ADAM17 inh	MBD2 DNA inh	PLCg1 inh	ASAP1 GAP inh	proKLK7 act
O=C(COC(=O)c1ccccc1)c1ccc2c(c1)OCCO2	-12	7	-1	-8	3	-1	-2	-5	2	0.4
Cc1ccc(Oc2nc(C(F)(F)F)nc3ccccc23)cc1	10	1	-1	2	-1	-1	1	0	16	0.6
O=C1NC(=S)SC1=Cc1ccc(Cl)cc1	-9	-2	-5	-8	0	-1	-3	4	-20	-0.2
O=C(Nc1ccccc1C(=O)NC(Cc1ccc(O)cc1)C(=O)O)c1ccccc1 (configuration not stated)	-11	5	4	1	3	-6	2	4	-17	-0.2
COC(=O)[C@H](CC(C)C)N1Cc2nnn(Cc3ccccc3)c2-c2ccccc2S1(=O)=O	·	-4	-2	0	-7	5	4	0	·	-0.5
Cc1cc(NC(=O)c2c(Br)cnn2C)no1	12	10	3	-5	3	2	0	1	4	-0.2
CCOc1ccc(C(=O)NCC(=O)N2CCN(c3ccccc3O)CC2)cc1	0	-5	1	1	-2	2	-4	3	-9	0.1
Cn1c(=O)[nH]c(=O)c2c1nc(SCC(O)CCl)n2Cc1ccccc1 (configuration not stated)	-7	4	5	-5	8	-4	4	-1	7	0.2
Cc1ccc(C(=O)NC2CC(C)(C)NC(C)(C)C2)cc1S(=O)(=O)N1CCOCC1	11	-2	-2	3	-6	1	1	0	3	0.9
COc1ccc(S(=O)(=O)NCc2ccccc2)cc1	-15	0	1	3	3	1	3	4	11	0.1
C[C@@H]1CN([C@H](C)CO)C(=O)CCCn2nncc2CO[C@H]1CN(C)C(=O)Nc1ccnc(N2CCOCC2)c1	-10	0	20	1	2	-4	5	-1	2	0.9
O=C(Nc1ccc(Cl)cc1Cl)c1n[nH]c(Cn2cncn2)n1	-6	2	-2	-1	3	-6	-1	-4	-4	-1.4
OCC[C@H]1C[C@@H](O)[C@H](O)[C@]2(CCc3ccccc3CO2)O1	-7	-4	-2	3	8	-3	0	-1	-4	-0.1
CC(=O)C1=C(O)C(=O)N(CCC(=O)O)C1c1cccc(F)c1 (configuration not stated)	11	9	-3	0	2	-5	-2	-2	-14	0.2
O=C(CCNc1n[nH]c(=O)[nH]c1=O)N1CCOCC1	6	10	0	0	-1	-3	-4	14*	-6	0.1
CCCc1nnc(SCc2ccc(OCC)cc2)n1N	3	0	0	1	2	-1	-6	-1	4	0.1
O=S(=O)(N/N=C/c1ccc(Cl)cc1)c1ccc(Cc2ncc(C(F)(F)F)cc2Cl)s1	7	-2	1	3	-13	2	-5	4	4	0.2
COc1ccc(S(=O)(=O)NN(C)C(=O)c2nn(-c3ccccc3)ccc2=O)cc1	-1	-2	0	-3	-3	-1	2	-2	16	-0.6
CN=C(c1ccc(C)cc1)n1c(=S)nc(-c2ccc(C)cc2)n(C)c1=S	-2	2	5	-2	-8	0	4	-2	6	0.1
CCN(CC(=O)NC(C)(C)C)C(=O)c1ccccc1SCC(=O)NC1CCCCCCC1	8	-1	-1	0	-4	1	0	-4	4	-0.4

The final 7 entries of the part above open the next one.
SMILES	ARFGAP1 inh	DDE Tn6 FP inh	UHRF1 binding	PLCb3 inh	Tn7 DDE FP	ADAM17 inh	MBD2 DNA inh	PLCg1 inh	ASAP1 GAP inh	proKLK7 act
CC(=O)C1=C(O)C(=O)N(CCC(=O)O)C1c1cccc(F)c1 (configuration not stated)	11	9	-3	0	2	-5	-2	-2	-14	0.2
O=C(CCNc1n[nH]c(=O)[nH]c1=O)N1CCOCC1	6	10	0	0	-1	-3	-4	14*	-6	0.1
CCCc1nnc(SCc2ccc(OCC)cc2)n1N	3	0	0	1	2	-1	-6	-1	4	0.1
O=S(=O)(N/N=C/c1ccc(Cl)cc1)c1ccc(Cc2ncc(C(F)(F)F)cc2Cl)s1	7	-2	1	3	-13	2	-5	4	4	0.2
COc1ccc(S(=O)(=O)NN(C)C(=O)c2nn(-c3ccccc3)ccc2=O)cc1	-1	-2	0	-3	-3	-1	2	-2	16	-0.6
CN=C(c1ccc(C)cc1)n1c(=S)nc(-c2ccc(C)cc2)n(C)c1=S	-2	2	5	-2	-8	0	4	-2	6	0.1
CCN(CC(=O)NC(C)(C)C)C(=O)c1ccccc1SCC(=O)NC1CCCCCCC1	8	-1	-1	0	-4	1	0	-4	4	-0.4
CC(C)c1cn(C2OC(COC(=O)c3ccccc3)C(OC(=O)c3ccccc3)C2OC(=O)c2ccccc2)c(=O)[nH]c1=O (configuration not stated)	-7	6	-3	0	-3	-2	-5	-3	12	-0.4
COc1cc(C)c(C(=O)CSc2nnc(CNC(=O)c3ccco3)n2C)cc1C	15	-3	1	-7	2	-6	2	0	8	-0.2
COc1ccc(-c2cn3cc(Br)cnc3n2)cc1	11	-3	-3	-142	-3	-33	-6	-100	-1	5.1
CCOC(=O)C1=C(C)Nc2ncnn2C1c1ccccc1F (configuration not stated)	-4	10	-1	2	-2	-3	4	-2	-8	0.6
CC(C)C[C@H](NC(=O)CCn1nnc2ccccc2c1=O)C(=O)O	-8	2	12	-5	1	-6	8	-1	9	-0.8
Cc1ccc(NC(=O)N2N=C(c3ccc(F)cc3)CC2c2ccc(F)cc2)cc1 (configuration not stated)	4	5	2	2	-2	3	-6	0	1	0.4
Cc1cccc(C(=O)N[C@H]2CC[C@@]34CCCN3C(=O)CCC[C@H]4[C@H]2C)c1	·	3	-3	5	-3	-3	-1	-1	·	·
Cc1ccccc1CN1CCCCC(NC(=O)c2ccc(F)cc2)C1=O (configuration not stated)	·	9	-2	2	9	-3	-7	2	·	0.6
Cn1c(=O)[nH]c(=O)c2c1nc(N1CCN(C(c3ccccc3)c3ccccc3)CC1)n2CCO	-3	-5	-1	-3	-6	1	1	7	1	0.0
CCCC[C@H](C(=O)N(CC)c1ccccc1)[C@@H](O)c1ccc(C(C)=O)cc1	·	-4	2	-1	-4	-6	-2	0	·	0.9
CCCc1[nH]nc2c1C(c1ccc(O)cc1OCC)C(C#N)=C(N)O2 (configuration not stated)	2	3	-5	2	2	-1	1	4	-3	-0.4
COc1ccc(C2CC(=O)C3=C(C2)Nc2ccccc2N(C(=O)C2CC2)C3c2cccnc2)cc1OC (configuration not stated)	6	-5	0	-47	-1	-6	-2	-41	3	1.0
Cn1cccc1CC(=O)N/N=C/c1ccco1	-8	4	-1	-7	0	-6	-2	-3	10	0.4
CCOC(=O)c1sc(CS(=O)(=O)c2ccc(Cl)cc2)nc1C	-3	4	5	-7	4	-2	1	-2	-10	0.4
COC(=O)c1cc(C)c(C)cc1NC1OC(CO)C(O)C1O (configuration not stated)	-10	-3	1	-50	-4	-17	2	-38	2	-0.6
CN(Cc1ccco1)C(=O)Cn1cc(S(=O)(=O)N2CCCC2)c(S(=O)(=O)N2CCCC2)c1	4	10	0	-13	1	-5	3	-5	1	0.2
COc1ccc(OCC(=O)Nc2ccccc2N2CCN(C)CC2)cc1	22	6	2	1	4	1	-4	4	-6	0.5
CC1(C)Cc2c(sc(NC(=O)C(=O)N3CCOCC3)c2C#N)CO1	-15	-4	-3	-2	1	-2	-4	7	-21	0.2
CC(C)(C)c1ccc(S(=O)(=O)N2CCC(N3CCCCC3)CC2)cc1	13	-3	2	0	-5	-1	-1	4	12	-1.2
COCCn1c(SCC(=O)Nc2ccccc2F)nc2c(c1=O)SCC2	0	4	-5	-7	5	1	-5	-1	2	-0.5
Cc1cccc(C)c1NC(=O)COC(=O)c1cccnc1	5	-1	-1	-23	2	3	1	-20	-15	-0.2
CN1CCn2cnc(C(=O)NCc3ccccc3)c2C1=O	2	-7	0	3	-1	-2	-1	-1	2	0.3
C/C(=N/NC(=O)Cc1cccn1C)c1ccccc1	-5	2	-5	-2	0	-3	-1	-2	-3	-0.4
Nc1ccc(N2CCCCC2)c(S(=O)(=O)Nc2ccc(Cl)cc2)c1	-6	-9	-1	-11	2	4	-2	-17	3	0.1
Cc1ccc2cc(C)c3nnc(SCC(=O)N4CCN(C(=O)c5ccco5)CC4)n3c2c1	-7	-1	-3	-6	4	-1	-8	-6	0	-0.5
COCCNC(=O)C(=O)NCC1OCCN1S(=O)(=O)c1ccc(F)cc1 (configuration not stated)	-11	-7	-5	-4	-2	-1	-1	6	-4	-0.1
COc1ccc(-c2cc(NC=O)c3ncc(-c4cccc(C(C)=O)c4)n3c2)cc1	11	-8	-4	-78	1	-12	-3	-48	-9	-0.4
CCc1ccc(OCC(=O)NC(=S)Nc2ccc(Br)c(C)n2)cc1	3	-2	-3	1	3	-2	-8	2	-5	0.1
O=S(=O)(c1ccc(-n2cnnn2)cc1)N(C1CCCCC1)C1CCCCC1	11	3	5	-1	1	-3	8	-5	-8	-0.6
CC(OCC(O)CN1CCN(S(=O)(=O)c2ccc(Cl)cc2)CC1)c1ccc(Cl)cc1 (configuration not stated)	-15	7	1	2	0	3	2	3	-9	-0.3
CN(CCC1CCOCC1)C(=O)C1CCC(=O)N(CCc2cccc(F)c2)C1 (configuration not stated)	-2	-5	1	-5	2	1	-1	8	2	-0.2
CC(NC(=O)C(=O)NCCc1c[nH]c2ccccc12)c1ccccc1 (configuration not stated)	13	0	2	-7	-1	-2	-7	1	-10	-0.3
Cc1cc(=O)[nH]c(N2CCCC2)n1	-10	-8	7	5	-1	2	-1	12*	-16	1.3
C#Cc1cccc(C(=O)N(Cc2cccnc2)CC2CCCN(C3CCCCC3)C2)c1 (configuration not stated)	0	4	-4	-2	6	-2	2	3	8	-0.1
COc1ccc(C2=NOC(C)(c3nnc(-c4ccc(Cl)cc4)o3)C2)cc1 (configuration not stated)	-3	1	-1	-1	1	0	-3	0	8	0.6

Bioassay records deposited in PubChem BioAssay by The Scripps Research Institute Molecular Screening Center.
